RECQ1 helicase: inhibitors of human RECQ1 DNA helicase. P46063. Potency, µM (titrated, usually from 57.3 µM), for inactives: at the top dose activity, negative = inhibition, actives largely listed as inhibitors. 0.54% of 240,000 active. AID 2549. RECQ1 DNA unwinding, red fluorescence kinetic read;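 note: plate controls were vehicle for no effect and no enzyme for full effect; nearly all actives have a fitted effect of over 30% in size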
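RECQ1T1 50 nM; forked duplex (20 bp + 30-nt ss tails) 200 nM, ATP 2 mM final; pH 8.0, 2 mM MgCl2, 2.5 ug/ml poly(dI-dC); 15 min compound preincubation; discontinuous kinetic read over 2 h at RT.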
Tau fibril ThT: blocks human tau fibril formation measured by thioflavin T. P10636. recombinant tau K18 P301L, heparin-induced fibrillization, ThT fluorescence. Potency, µM (highest dose often 57.4 µM), for inactives: at the top dose activity, negative = inhibition, actives largely listed as inhibitors. 2.1% of 270,000 active. AID 1460; note: % is set by controls: 0 for no effect and ±100 for the full control effect; nearly all actives have a fitted effect of over 55% in size
Target sequence (P10636 561-689 P618L limits assumed): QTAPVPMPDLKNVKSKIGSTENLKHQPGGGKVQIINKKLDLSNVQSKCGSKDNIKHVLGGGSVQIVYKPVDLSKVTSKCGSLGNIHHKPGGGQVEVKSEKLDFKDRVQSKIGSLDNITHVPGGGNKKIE
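Heparin-induced (20 uM) aggregation of recombinant human K18 P301L tau, 15 uM unlabeled with 0.24 uM labeled, pH 7 acetate buffer, 6 hr at 37 C with compound. Fibrils quantified by 30 uM ThT fluorescence after 1 hr ambient incubation.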
Tau FP inhib: inhibitors of human tau fibril formation; AID 1468; P10636; Potency, µM (series often up to 57.7 µM), inactives show at the highest dose activity, negative = inhibition, most hits filed as inhibitors; 0.39% of 280,000 active; K18 P301L tau heparin fibrillization, Alexa594 FP, 6 h; note: % is set by controls: 0 for no effect and ±100 for the full control effect; nearly all actives have a fitted effect of over 55% in size
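Compound effects on tau fibrillization are measured by Alexa 594 fluorescence polarization (ex 555, em 632 nm). K18 P301L tau is used at 15 uM with 0.24 uM labeled tracer, and 20 uM heparin induces aggregation over 6 hr at 37 C.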
L3MBTL1 inh: L3MBTL1 (human) inhibition; Potency, µM (top dose mostly 57.1 µM), without a hit: at the highest dose activity, negative = inhibition, hits mostly inhibitors; AlphaScreen L3MBTL1–H3K9me1 peptide binding; AID 485360; 0.66% of 230,000 active; note: % is set by controls: 0 for no effect and ±100 for the full control effect; nearly all actives have a fitted effect of over 60% in size
Target sequence (Q9Y468 whole entry, looked up): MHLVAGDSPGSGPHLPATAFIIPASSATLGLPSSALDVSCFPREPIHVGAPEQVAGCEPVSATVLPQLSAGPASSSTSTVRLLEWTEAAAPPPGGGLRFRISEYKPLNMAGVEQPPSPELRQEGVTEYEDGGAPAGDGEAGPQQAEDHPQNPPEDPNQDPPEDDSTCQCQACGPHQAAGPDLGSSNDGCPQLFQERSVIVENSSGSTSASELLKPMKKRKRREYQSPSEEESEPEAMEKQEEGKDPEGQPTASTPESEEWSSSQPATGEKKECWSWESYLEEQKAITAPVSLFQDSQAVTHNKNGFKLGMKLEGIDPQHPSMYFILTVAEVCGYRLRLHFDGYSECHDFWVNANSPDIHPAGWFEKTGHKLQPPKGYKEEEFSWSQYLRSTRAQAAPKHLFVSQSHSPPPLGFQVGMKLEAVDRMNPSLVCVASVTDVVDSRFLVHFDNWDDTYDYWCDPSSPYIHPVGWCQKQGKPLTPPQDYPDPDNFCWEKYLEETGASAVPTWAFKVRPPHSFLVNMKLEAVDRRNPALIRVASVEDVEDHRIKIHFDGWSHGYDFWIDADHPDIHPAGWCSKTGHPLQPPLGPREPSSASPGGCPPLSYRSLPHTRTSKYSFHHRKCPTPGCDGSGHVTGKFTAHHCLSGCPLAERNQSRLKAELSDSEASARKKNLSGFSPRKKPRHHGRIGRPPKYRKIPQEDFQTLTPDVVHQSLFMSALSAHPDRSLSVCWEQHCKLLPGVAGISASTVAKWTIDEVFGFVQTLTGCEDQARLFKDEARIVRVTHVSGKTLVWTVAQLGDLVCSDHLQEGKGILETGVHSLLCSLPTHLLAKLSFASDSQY
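Read-out is AlphaScreen signal from streptavidin donor and nickel chelate acceptor beads (10 ug/mL final each) bridging L3MBTL1 (50 nM) and biotinylated K9-monomethylated H3(1-15) peptide (75 nM), after 30 min compound exposure at room temperature.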
TR SRC2 fluor cs: counter-screen for TRb-SRC2 inhibitors: fluorescence interference; Potency, µM (doses to about 106 µM), for the others: at the highest dose fluorescence change, negative = quenching; TRb/SRC2 Texas Red total fluorescence interference; 0.29% of 280,000 active; active = well fitted curve in either direction with a large enough effect; inconclusive = small, poorly fitted or top-dose-only effect; note: % is set by controls: 0 for no effect and ±100 for the full control effect
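Flags fluorescent or light-absorbing compounds by total fluorescence, S + 2P, at 555 nm excitation and 632 nm emission. Mixture: 20 nM Texas Red SRC2 peptide, 0.6 uM human TRb LBD, 1 uM T3, 5% DMSO; compound exposure 5 h at ambient temperature.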
Tau fluor cs: counter-screen for tau fibril formation inhibitors; 0.93% of 280,000 active; AID 1463; tau K18 P301L Alexa594 fluorescence, heparin fibrillization; Potency, µM (highest dose often 57.7 µM), inactives show top-dose activity change, negative = decrease; note: % is set by controls: 0 for no effect and ±100 for the full control effect; nearly all actives have a fitted effect of over 55% in size
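Human tau K18 P301L (15 uM unlabeled, 0.24 uM Alexa 594-labeled) in 100 mM sodium acetate pH 7 with 20 uM heparin, 6 hr at 37 C. ThT 30 uM added, 1 hr ambient; Alexa 594 FP and total fluorescence read at 555/632 nm.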
TRb-SRC2 inh: inhibitors of human thyroid hormone receptor beta-SRC2 interaction; AID 1469; TRbeta-SRC2 peptide binding, fluorescence polarization; receptor liganded with 1 µM T3; Potency, µM (doses to about 106 µM), for the others: top-dose activity change, negative = inhibition, hits mostly inhibitors; 0.065% of 280,000 active;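 note: plate controls were bound peptide for no effect and peptide without receptor for full effect; nearly all actives have a fitted effect of over 50% in size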
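Polarization signal, normalized between peptide-alone and full complex controls, measured compound effects on T3-liganded human TRb LBD (0.6 uM) binding 20 nM Texas Red SRC2 peptide after 5 hr.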
HTT cytoprotect: cytoprotection in Huntington HTT-Q103 PC12 cell model. PC12 HTT-Q103 induced, cytoprotection, ATP luminescence, 40 h. Potency, µM (top dose mostly 56.4 µM), for the others: cytoprotection (ATP increase), hits mostly activators. 0.14% of 230,000 active. AID 1471;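 note: % of control where 0% means no effect; nearly all actives have a fitted effect of over 45% in size; toxic huntingtin expression switched on by the ecdysone agonist tebufenozide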
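Compounds added alongside 100 nM tebufenozide, which induces toxic Q103 huntingtin exon 1-GFP in stable PC12 cells; surviving cells quantified by luminescent ATP measurement. Medium: phenol red-free DMEM, 5% equine and 5% calf serum.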
An asterisk follows results filed as active; i = inactive; ? = inconclusive; . = no result given; [ ] = another dose, or the depositor's remark. Unless noted, calls come from the whole dose curve; as a rule, active = well fitted curve in the direction sought with a large enough effect; inconclusive = small, poorly fitted or top-dose-only effect, or another doubt; inactive = no such curve, though single readings can be large; an effect the other way counts as inactive or inconclusive. Potency is the fitted concentration of half-maximal effect. A portion of the library, so the mix of outcomes need not match the whole.

no. | structure | RECQ1 helicase | Tau fibril ThT | Tau FP inhib | L3MBTL1 inh | TR SRC2 fluor cs | Tau fluor cs | TRb-SRC2 inh | HTT cytoprotect
1 | CCOc1ccc(NC(=O)NCCCSC2CCCCC2)cc1 | -9% | -2% | ? | -2% | 1% | ? | -9% | -17%
2 | COc1ccccc1CNc1ccc(C(=O)O)cc1 | i | -3% | 11% | . | 1% | 3% | -2% | -22%
3 | CN1CCN(C(=O)c2cn(C)c3ccc(S(=O)(=O)N(C)C4CCCCC4)cc3c2=O)CC1 | -2% | -16% | -9% | . | -1% | -15% | 12% | -16%
4 | CCN1CCC(NC(=O)Nc2ccc(F)cc2)CC1 | ? | 3% | 2% | -1% | 0% | 5% | 3% | -2%
5 | O=C(NC12CC3CC(CC(C3)C1)C2)C1=COCCO1 | -2% | -2% | 5% | 8% | 1% | 4% | -5% | 5%
6 | Cc1c(Br)c(C(F)(F)F)nn1CC(=O)N1CCCC1 | i | 1% | 5% | . | -2% | 3% | -12% | 1%
7 | Cc1c(Cl)cccc1NC(=O)CN1C(=O)CSc2ncccc21 | -9% | -5% | -4% | -3% | 1% | -8% | 1% | -7%
8 | Cc1ccc(C)n1-c1ccc(N2CCOCC2)nc1 | ? | 13µM* | -13% | -11% | 21% | -29% | 5% | 6%[0.074 µM]
9 | CSc1sc(-c2nnc(SCC(=O)Nc3ccccc3)n2C)c2c1C=CCC2 | -11% | -8% | -10% | -8% | -5% | -20% | -7% | -10%[10 µM]
10 | O=[N+]([O-])c1ccccc1S(=O)(=O)Oc1ccc(/C=N/n2cnnc2)cc1 | -3% | ? | -7% | 1% | -4% | -14% | 5% | -9%[0.074 µM]
11 | CCN(CC)C(=O)c1cnn(-c2ccc(F)cc2)c1-n1cccc1 | . | 10% | -3% | . | 2% | 4% | 6% | .
12 | CC(=O)Nc1ccc(-c2csc(N/N=C\c3ccncc3)n2)cc1 | -11% | . | 7% | . | -5% | ? | -3% | 5%[10 µM]
13 | CC(=O)OCC(=O)Nc1cc(S(=O)(=O)N2CCCCCC2)ccc1Cl | -11% | -7% | 1% | -13% | -1% | -10% | 1% | -29%
14 | CC(C(=O)NCc1ccc(Cl)cc1)n1ccc2cc(S(=O)(=O)N3CCCC3)ccc21 (configuration not stated) | . | 7% | 1% | . | -1% | -29% | -3% | .
15 | CCc1cc(CC)c(/C=N/NC(N)=O)c(CC)c1/C=N/NC(N)=O | -6% | -13% | 3% | . | -1% | -11% | 1% | 3%
16 | CC1(C)Cc2nc(Cl)c(C(=O)O)cc2CO1 | i | 6% | -3% | 6% | -2% | 12% | 0% | .
17 | CCOc1ccc2cc(/C=C/C(=O)c3ccco3)c(Cl)nc2c1 | i | ? | -8% | . | -4% | -16% | -3% | 9%
18 | Nn1c(SCC(=O)Nc2ccc(F)cc2)nnc1C1CCCCC1 | -1% | -5% | 9% | . | -2% | -6% | -10% | 1%
19 | Cc1nn(CCC(=O)Nc2ccccc2Br)c(=O)c2nn(-c3ccccc3)c(C)c12 | . | -2% | -5% | . | 0% | 4% | -9% | .
20 | O=C(CN1C(=O)/C(=C\c2ccc(F)cc2)Oc2ccccc21)NCc1ccco1 | i | 0% | -9% | 19% | 1% | -5% | 6% | 6%[10 µM]
21 | COc1cccc(NC(=O)C2(S(=O)(=O)c3ccc(Cl)cc3)CC2)c1 | i | . | -6% | . | 0% | -11% | -2% | 6%[10 µM]
22 | CC(=O)Nc1cccc(-c2nc3ccc(NC(C)=O)cc3[nH]2)c1 | -10% | 1% | -5% | 14% | -4% | -5% | -6% | -41%[inhibitor]
23 | O=C(Cn1nnc(-c2ccc(F)cc2)n1)OCC(=O)c1ccccc1 | -5% | ? | -6% | 46%[activator] | 2% | -9% | -8% | -6%[10 µM]
24 | O=C(CSc1nc2ccsc2c(=O)n1Cc1ccccc1F)NCc1ccccc1Cl | . | 2% | -10% | . | 1% | -14% | 8% | .
25 | Cn1c(C(O)C(O)c2ccccc2)nc2ccccc21 (configuration not stated) | 11% | 1% | -3% | -2% | -1% | 2% | -1% | -11%
26 | O=S(=O)(N1CCCCC1)N1CCN(S(=O)(=O)N2CCCCC2)CC1 | i | 11% | -2% | . | 0% | 3% | -3% | 6%[0.074 µM]
27 | Cc1ccccc1OCCSc1nnc(-c2cccnc2)n1N | 1% | ? | -8% | 2% | -11% | -17% | 3% | -17%[1.9 µM]
28 | Cc1ccc(S(=O)(=O)N/N=C\C=C\c2ccccc2)cc1 | -1% | -6% | 3% | -3% | -2% | -8% | -11% | 2%[10 µM]
29 | COc1ccccc1-n1nnnc1SCC(=O)Nc1cc(C)on1 | -4% | -3% | 1% | 1% | 1% | -2% | 3% | 7%[0.074 µM]
30 | CCC(CC)c1nnc(NC(=O)[C@@H](NC(=O)c2cccc(C)c2)C(C)C)s1 | -4% | -14% | 5% | 1% | -24% | -3% | -3% | 23%[1.9 µM]

Later entries
no. | structure | RECQ1 helicase | Tau fibril ThT | Tau FP inhib | L3MBTL1 inh | TR SRC2 fluor cs | Tau fluor cs | TRb-SRC2 inh | HTT cytoprotect
31 | CCOC(=O)Nc1ccc2c(c1)N(C(=O)CCN1CCOCC1)c1ccccc1S2=O (configuration not stated) | -1% | ? | 2% | -2% | 1% | 1% | 0% | -18%
32 | CN(C)CCC(O)(c1ccccc1)c1ccccc1 | -11% | -6% | 5% | . | 0% | 1% | -2% | 4%
33 | Cc1ccc(CSc2nnc(Nc3ccc(C)cc3)s2)cc1 | i | -20% | 14% | . | -2% | -20% | 0% | -2%
34 | COc1ccc(C)cc1NC(=O)Cn1c(=O)oc2cc(S(=O)(=O)NCc3ccccc3)ccc21 | . | 1% | -7% | . | ? | -8% | -5% | .
35 | CCc1nn(CC(=O)N2CCN(c3cccc(C)c3C)CC2)c(=O)c2cc3occc3n12 | . | 1% | -8% | . | -4% | 5% | 8% | .
36 | CCOc1ccc(S(=O)(=O)N2CCN(Cc3ccccc3)CC2)c2cccnc12 | i | ? | 2% | -5% | 2% | -22% | 6% | -4%
37 | CCCCOC(=O)/C(=C/C=C/c1ccccc1)NC(=O)c1ccccc1 | -24% | -14% | 5% | . | -2% | -8% | 4% | -31%[inhibitor]
38 | CNCc1ccccc1OCc1ccc(F)cc1 | i | -4% | -5% | 1% | 1% | -7% | -4% | 6%[10 µM]
39 | Cc1ccc(S(=O)(=O)N2CCOCC2)cc1C(=O)N1C(=O)c2cccc(N)c2C1=O | -5% | -13% | -5% | -3% | -2% | -7% | -4% | 9%
40 | Cc1cccc(CN2C[C@]34CC[C@@H](C[C@@H]3S2(=O)=O)O4)c1 | i | 4% | 1% | . | 1% | 4% | 11% | -18%[10 µM]
41 | CSc1ccc(CC2C(=O)Nc3ccccc32)cc1 (configuration not stated) | . | ? | 3% | . | -4% | -21% | 2% | .
42 | N#C/C(=C\c1c(N2CCC(C(N)=O)CC2)nc2ccccn2c1=O)S(=O)(=O)c1ccc(Cl)cc1 | -4% | ? | -9% | -16% | -3% | ? | 4% | 18%[10 µM]
43 | S=c1[nH]nc(-c2ccccc2)n1C1C=CCCC1 (configuration not stated) | -2% | -5% | -1% | -7% | 0% | 0% | -13% | -3%
44 | O=C(O)/C(=C\c1cccs1)Sc1nnc(-c2ccc(F)cc2)o1 | -1% | ? | -3% | 10% | 0% | -12% | -8% | .
45 | CCOC(=O)C1=NNC2(CC(=O)N(c3cccc(C)c3)C2=O)C1 (configuration not stated) | -2% | . | -2% | . | -2% | 12% | 5% | 7%[10 µM]
46 | CCCCc1ccc(/C=C2\C(=O)c3ccccc3C(O)=C2C(=O)OCC)cc1 | 1% | 18µM* | ? | -20% | 3% | ? | -4% | 6%[10 µM]
47 | CC(=O)Nc1ccc(CN2CCN(C3CCCCC3)C(CCO)C2)cc1 (configuration not stated) | -4% | -13% | -6% | 2% | 0% | -5% | 4% | 11%
48 | CCN(CC)CCNC(=O)c1sc2ncccc2c1-n1cccc1 | . | 0% | 5% | . | -25% | 0% | 5% | .
49 | CC(=O)c1c(C)[nH]c(C(=O)CSc2nnc(C)s2)c1C | -1% | -14% | -10% | . | 0% | -17% | -1% | -29%
50 | Cc1ccc(-c2nsc3c(N4CCN(C(=O)c5ccco5)CC4)ncnc23)cc1 | 0% | ? | 0% | -3% | -3% | -6% | 9% | -26%
51 | COc1ccccc1N1CCN(c2ccc(N3C(=O)CCC3=O)cc2[N+](=O)[O-])CC1 | -4% | ? | 12% | . | -8% | -20% | 1% | -10%
52 | Cc1cccc(-c2nc(SCC(=O)Nc3cc(C)on3)c3c(=O)n(C)c(=O)n(C)c3n2)c1 | . | -3% | -6% | . | -1% | -4% | 1% | .
53 | O=C(CC(=O)NC1CCCCC1)N/N=C/c1ccccc1Cl | -9% | 8% | 6% | 5% | 2% | 9% | -5% | 42%[10 µM]
54 | Cc1ccc(C(=O)CN(Cc2ccccc2)C2=NCCS2)cc1 | -2% | 0% | 3% | 11% | -1% | 2% | 9% | -1%[10 µM]
55 | CCOC(=O)c1cc(C(C)=O)n2ccccc12 | -4% | -2% | -11% | 7% | -2% | -11% | -11% | 18%
56 | CCOc1ccccc1CNC(=O)C1CCN(c2nc3ccccc3nc2C(F)(F)F)CC1 | . | 7% | -4% | . | 0% | 0% | 0% | .
57 | CCOC(=O)C1CCN(C2CC(=O)N(c3ccc(OCC)cc3)C2=O)CC1 (configuration not stated) | -3% | -5% | 2% | 11% | 1% | 4% | 0% | -8%[10 µM]
58 | COC(=O)C/C=C\[C@H](C)[C@H](CO)NS(=O)(=O)c1ccc(C)cc1 | i[11.5 µM] | -3%[11.5 µM] | -7%[11.6 µM] | . | -2%[11.2 µM] | -3%[11.6 µM] | 1%[11.2 µM] | -4%[10 µM]
